MITF inh: inhibitors of human MITF | O75030 | AlphaScreen MITF homodimerization, bead proximity signal | hit rate 0.91% among 650,000 | inhibition, % at 2.6 µM; in the data active = inhibition above about 50%;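 note: 0% = vehicle wells with protein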
FBW7 activator: activators of human E3 ligase FBW7 | AlphaScreen FBW7–phospho-cyclin E peptide binding, activator screen | normalized activity (activation), % at 26.1 µM | hit rate 0.13% among 650,000 | AID 1259310; in the data active = normalized activity above about 1.9%;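 note: purified mutant Fbw7 with reduced substrate affinity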
Target sequence (Q969H0 whole entry, looked up): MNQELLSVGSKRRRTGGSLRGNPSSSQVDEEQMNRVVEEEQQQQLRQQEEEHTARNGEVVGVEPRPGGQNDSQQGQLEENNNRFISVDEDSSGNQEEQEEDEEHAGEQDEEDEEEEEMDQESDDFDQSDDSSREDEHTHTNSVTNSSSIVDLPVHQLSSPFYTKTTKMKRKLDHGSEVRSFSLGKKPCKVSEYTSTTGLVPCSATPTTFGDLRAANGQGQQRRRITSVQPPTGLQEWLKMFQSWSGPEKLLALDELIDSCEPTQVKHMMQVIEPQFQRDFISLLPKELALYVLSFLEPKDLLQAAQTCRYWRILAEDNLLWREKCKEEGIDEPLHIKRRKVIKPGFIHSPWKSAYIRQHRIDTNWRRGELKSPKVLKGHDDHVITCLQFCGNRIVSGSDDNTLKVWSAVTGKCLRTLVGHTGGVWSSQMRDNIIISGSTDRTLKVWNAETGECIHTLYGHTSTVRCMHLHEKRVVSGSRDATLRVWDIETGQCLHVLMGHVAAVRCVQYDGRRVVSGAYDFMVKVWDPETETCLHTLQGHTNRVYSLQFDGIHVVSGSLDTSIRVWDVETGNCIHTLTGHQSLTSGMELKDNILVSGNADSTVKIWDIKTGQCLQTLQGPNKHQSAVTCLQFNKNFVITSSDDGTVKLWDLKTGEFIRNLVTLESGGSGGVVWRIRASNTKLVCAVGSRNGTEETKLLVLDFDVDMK
GPR151 ag: activates the human receptor GPR151 | Q8TDV0 | PathHunter beta-arrestin GPR151 cells, luminescence | activation, % at 11.2 µM | hit rate 1% among 650,000 | AID 1508602; in the data active = activation above about 4.9%;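 note: 0% = median of compound wells and 100% = cells with positive control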
Target sequence (Q8TDV0 whole entry, looked up): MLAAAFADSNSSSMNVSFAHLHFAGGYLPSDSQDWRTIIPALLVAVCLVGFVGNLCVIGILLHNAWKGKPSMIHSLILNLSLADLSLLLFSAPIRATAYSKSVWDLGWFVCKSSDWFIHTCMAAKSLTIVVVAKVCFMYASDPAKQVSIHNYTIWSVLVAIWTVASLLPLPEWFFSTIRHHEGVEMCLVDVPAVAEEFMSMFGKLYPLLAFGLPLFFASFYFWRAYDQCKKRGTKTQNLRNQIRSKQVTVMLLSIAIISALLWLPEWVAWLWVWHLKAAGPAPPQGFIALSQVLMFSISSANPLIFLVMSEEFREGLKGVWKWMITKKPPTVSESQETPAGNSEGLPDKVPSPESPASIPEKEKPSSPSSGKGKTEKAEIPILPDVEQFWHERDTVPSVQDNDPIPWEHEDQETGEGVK
TEAD-YAP inh: TEAD-YAP interaction inhibition. HEK-TIYL cells, TEAD-Gal4/YAP UAS-luciferase luminescence. inhibition, % at 9.12 µM. hit rate 1.4% among 640,000; in the data active = inhibition above about 32%;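 note: 0% = median of test compound wells and 100% = reference inhibitor wells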
Numbers without * were called inactive; & = joins results of further samples.

no. | compound | MITF inh | FBW7 activator | GPR151 ag | TEAD-YAP inh
1 | COc1cccc(OCC(=O)N2CCC3(CC2)OCc2cccc(OC)c2O3)c1 | 20 | -0.2 | -0.4 | -14
2 | CCN1CCN(Cn2cnc3c2c(=O)n(C)c(=O)n3C)CC1 | 6 | -0.1 | 0.1 | 3
3 | O=C(NC(c1ccccc1)c1ccsc1)C1CCN(C(=O)c2cccs2)CC1 (stereo not given) | 4 | 0.2 | -0.2 | -9
4 | O=C(CCSCc1ccccc1F)N1CCN(c2ccc(F)cc2)CC1 | 6 | 0.6 | -0.7 | 0
5 | CCc1ccccc1NS(=O)(=O)c1ccc2c(c1)NC(=O)CC(=O)N2 | -14 | 0.0 | 0.5 | 5
6 | COc1ccc(S(=O)(=O)Nc2ccc(Cl)c(S(=O)(=O)N3CCOCC3)c2)cc1 | -3 | -0.1 | 1.9 | 0
7 | O=C(O)CCc1ccc(S(=O)(=O)NC2CCCCC2)cc1 | 7 | 0.4 | -0.7 | -10
8 | CC(=O)NC1(c2ccccc2)CCN(CC(=O)NC2CCCC2)CC1 | -1 | -0.1 | 0.6 | 0
9 | O=C(Nc1ccccc1)c1ccc(Br)c(S(=O)(=O)N2CCOCC2)c1 | 0 | -0.1 | -0.3 | -12
10 | COc1ccc(NC(=O)CCS(=O)(=O)c2ccc3c(c2)CCN3C(C)=O)cc1Cl | 2 | 0.1 | 1.3 | 5
11 | Cc1cc(C)cc(NC(=O)C(=O)NCCCN2CCOCC2)c1 | -4 | -0.1 | -0.5 | -8
12 | N#Cc1nc(-c2ccc(Cl)cc2)oc1NC1CC1 | -11 | 0.1 | -3.1 | -82
13 | Cc1cc(SCC(=O)NCc2ccccc2)nc(=O)[nH]1 | -9 | -0.2 | 2.4 | -2
14 | CC(=O)Nc1ccc(S(=O)(=O)Nc2ccc(C#N)cc2)cc1Cl | -3 | 0.9 | -0.4 | 0
15 | O=C(CCn1cnc2ccccc2c1=O)Nc1ccccc1 | -5 | -0.1 | 0.2 | -3
16 | Nc1ccc(NC(=O)c2ccccn2)cc1 | 21 | 0.6 | -3.6 | -6
17 | CC1(C)CC(=O)C2=C(C1)OC1=C(C(=O)CC(C)(C)C1)C2c1ccc(I)cc1 | -1 | -0.1 | -1.3 | 11
18 | CCC1CCC2(CC1)SCC(=O)N2c1ccc(F)cc1 (stereo not given) | 9 | 0.0 | 6.4* | 5
19 | C[C@@H](OCc1ccccc1)[C@@H]1NC(=O)[C@H]2CN(C(=O)c3cc(F)ccc3F)CCN2C1=O | -7 | 0.1 | 8.9* | -5
20 | CNC(=O)c1ccsc1NC(=O)Cc1ccc(OC)cc1 | 13 | 0.0 | -0.8 | -8
21 | Cc1ccc(C(=O)N(CC(C)C)c2nnc(-c3cccnc3)s2)cc1 | 11 | 0.7 | 0.8 | -34
22 | c1ccc(CCCN2CCN(C3CCCCCC3)CC2)cc1 | 27 | -0.1 | -1.0 | -5
23 | COc1ccc(-c2cccc(C(=O)NCc3ccccc3)n2)cn1 | 15 | 0.2 | 0.1 | -1
24 | CN(C)CCc1c[nH]c2ccc(Cn3cncn3)cc12 | 4&11 | 0.0&0.3 | -0.8&-0.4 | -3&-8
25 | Cc1ccc(S(=O)(=O)N(C)CC(=O)NNC(=O)C(C)Oc2ccc(C#N)cc2)cc1 (stereo not given) | 1 | -0.1 | 0.2 | -2

(next part)
no. | compound | MITF inh | FBW7 activator | GPR151 ag | TEAD-YAP inh
26 | O=C(O)c1ccn(-c2ccnc(Nc3ccc(N4CCOCC4)cc3)c2)n1 | 7 | -0.3 | 0.0 | -9
27 | COc1ccc(N=C(C)N)cc1 | 11 | -0.1 | 0.8 | 7
28 | COc1cc(Nc2ccc(NC(=O)c3ccccc3Cl)cc2)nc(C)n1 | 50 | 0.0 | 1.2 | 4
29 | COc1cccc(C(c2sc3ncnn3c2O)N2CC(C)CC(C)C2)c1 (stereo not given) | -2 | -0.2 | 0.4 | -1
30 | CCCCCOC(=O)C1=C(C)NC2=C(C(=O)CC(C)(C)C2)C1c1cccc(Br)c1 (stereo not given) | 2 | 0.1 | 0.5 | 2
31 | O=C(Nc1c(C(=O)N2CCOCC2)cnn1-c1ccccc1)c1ccco1 | 5 | 0.0 | -2.0 | 4
32 | CCc1ccccc1-n1c(SCc2cc(=O)n3c(C)cccc3n2)nc2[nH]ncc2c1=O | -6 | -0.1 | -0.6 | -7
33 | COc1ccc(-c2csc(NC(=O)c3ccco3)n2)cc1 | -9 | 0.0 | -0.1 | -71
34 | COc1cc(NC(=O)COc2ccc(Cl)c(C)c2)ccc1NC(=O)c1ccco1 | 4 | 0.0 | -0.8 | -6
35 | Cc1cc(C)cc(OCCNC(=O)c2cccc(Br)c2)c1 | 1 | 0.1 | -0.4 | -6
36 | Cc1ccc(OCC(=O)Nc2ccc(Cl)c(C(F)(F)F)c2)cc1C | 0 | 0.1 | 0.4 | -1
37 | Cn1c(SCC(N)=O)nc2ccccc2c1=O | -3 | 0.1 | -0.6 | 3
38 | Cc1c(Nc2cc(N3CCCCCC3)c3nonc3c2[N+](=O)[O-])c(=O)n(-c2ccccc2)n1C | 12 | 0.6 | 0.1 | -17
39 | O=C(Nc1ccc(I)cc1)c1nc2ccccc2s1 | 5 | 0.1 | -1.6 | -54
40 | O=C(NC12CC3CC(CC(C3)C1)C2)N1CCN(c2nc(-c3ccc(F)cc3)cs2)CC1 | -4 | -0.2 | 0.9 | -11
41 | COc1cc(/C=N\n2cnnc2)cc(Br)c1OC(C)C | 20 | 0.0 | -1.9 | 5
42 | CCOCCCNC(=O)CCNS(=O)(=O)c1ccc(Br)cc1 | 6 | 0.3 | 2.0 | -1
43 | COc1cc(-c2nn[nH]n2)cc(Cl)c1O | 7 | -0.3 | 0.4 | 4
44 | Cc1ccc(Cl)cc1NC(=O)COc1ccccc1Br | -7 | -0.2 | -0.7 | -36
45 | C=CC[C@H]1CC=C[C@@H](c2ccccc2)N1 | -9 | -0.2 | 0.3 | -4
46 | COc1ccc(Br)cc1C(=O)N/C(=C\c1ccc([N+](=O)[O-])cc1)C(=O)Nc1cccc(F)c1 | -7 | 0.2 | 0.1 | 0
47 | Cc1ccccc1CC1(CO)CCCN(C(=O)CN(C)Cc2ccncc2)C1 (stereo not given) | 3 | 0.1 | 0.1 | -3
48 | CC(=O)Nc1cc(Cl)ccc1OS(=O)(=O)c1ccc(Cl)cc1 | 1 | 0.0 | 1.9 | -3
49 | Cc1nc2c3ccccc3nc(SCc3ccccc3Cl)n2n1 | -1 | 0.1 | 3.4 | -12
50 | Cc1ccc(NS(=O)(=O)c2ccc(F)cc2)cc1N1CCCCC1=O | -16 | -0.4 | -1.2 | 5

Other results:
no. | compound | MITF inh | FBW7 activator | GPR151 ag | TEAD-YAP inh
51 | CC(=O)c1ccc(OCC(C)C)c(Cc2c(O)nc(N)[nH]c2=O)c1 | 4 | 0.4 | 0.5 | 2
52 | CC(C)(C)c1ccc(C(=O)Nc2ccccc2C(=O)NCc2cccnc2)cc1 | 0 | 0.0 | 0.5 | -24
53 | O=C(NCc1cccs1)c1cccnc1C(=O)O | 21 | -0.3 | 1.0 | 5
54 | O=[N+]([O-])c1cccc(/C=N/c2nc3ccccc3n2CCN2CCOCC2)c1 | 14 | 0.1 | 1.0 | -3
55 | O=C(N/N=C/c1ccc(O)cc1O)c1ccc(CN2C(=O)c3cccc4cccc2c34)cc1 | 21 | -0.6 | 3.4 | 33*
56 | Cc1cccc(C)c1N1CCN(C(=O)N2CCCCCC2)CC1 | 22 | 0.1 | 0.2 | 4
57 | COc1ccc(CNS(=O)(=O)c2ccc(Cl)c(Cl)c2OC)cc1 | 22 | 0.5 | -1.9 | 3
58 | COc1ccc(C2=NN3C(C2)c2cccc(OC)c2OC3c2ccc(OC)cc2)cc1 (stereo not given) | -3 | -0.3 | -1.1 | -59
59 | CCCCNC(=S)N(C)/N=C1\C(=O)Nc2ccc([N+](=O)[O-])cc21 | 0 | -0.2 | 0.8 | 4
60 | CCCn1c(C)cn2c3c(=O)n(CCN4CCOCC4)c(=O)n(C)c3nc12 | -7 | 0.7 | 1.2 | -5
61 | O=C(Nc1ccc2c(c1)CCC2)c1ccco1 | 0 | -0.2 | -7.7 | -54
62 | O=C(NC1CCCC1)c1cc(-c2ccc3c(c2)OCO3)on1 | -12 | 0.0 | 0.0 | -61
63 | COc1cc(C=Nc2ccc(S(=O)(=O)N3CCOCC3)cc2)cc(OC)c1O | 21 | 0.5 | 0.2 | 1
64 | CCOc1ccc(Nc2cc(C)c3ccccc3n2)cc1 | 15 | 0.0 | -1.3 | -61
65 | COc1ccccc1/C=N/NC(=O)c1cc(-c2ccc(C)o2)[nH]n1 | 16 | -0.1 | -2.4 | 4
66 | CCC(C)NC(=O)C1c2ccccc2C(=O)N(C2CCCCC2)C1c1ccc(OC)cc1 (stereo not given) | -10 | -0.2 | -1.3 | -9
67 | O=C(c1cnn(-c2ccccc2)c1-n1cccc1)N1CCC(C(=O)N2CCOCC2)CC1 | 14 | 0.4 | -0.1 | -13
68 | O=C(O)c1ccc(-n2nncc2-c2ccccc2)cc1 | 9 | 0.2 | -1.0 | -3
69 | COCC(=O)N1CCC(C(=O)Nc2ccc(-c3nc4ccccc4o3)cc2)CC1 | 5 | -0.1 | 1.2 | -21
70 | Cc1cccc(CNC(=O)CN(C)c2nn3c(=O)cc(C)nc3s2)c1 | -8 | -0.1 | -0.8 | -9
71 | COc1ccc(Oc2c(C(F)(F)F)oc3cc(OC(=O)c4cncc(Br)c4)ccc3c2=O)cc1 | 0 | 0.1 | 1.2 | -7
72 | Clc1cccc(Cl)c1/C=N\Nc1nccs1 | -1 | -0.2 | 1.6 | -10
73 | NC(=O)C1(N2CCCCC2)CCN(C(=O)c2ccc3c(=O)n(CCC4=CCCCC4)c(=S)[nH]c3c2)CC1 | 12 | -0.1 | 0.1 | 0
74 | Cc1ccc(-c2nn(-c3cc(N4CCN(CCO)CC4)ccc3[N+](=O)[O-])c(=O)c3ccccc23)cc1C | 8 | -0.2 | -0.4 | 1
75 | Cc1ccc(S(=O)(=O)Nc2ccc(NC(=O)c3ccc(Br)cc3)cc2)cc1 | -16 | 0.0 | -1.5 | 0

Next records
no. | compound | MITF inh | FBW7 activator | GPR151 ag | TEAD-YAP inh
76 | C=CCn1c(CN(C)Cc2ccc(C)o2)nnc1SCC1CCCO1 (stereo not given) | -3 | 0.0 | -0.2 | 5
77 | c1ccc(-c2cc(NCc3ccco3)nc(-c3ccccn3)n2)nc1 | 111* | -0.9 | 1.3 | 59*
78 | CCOc1cccc2cc(C(N)=O)c(=NCc3ccccc3)oc12 | -3 | -0.1 | 1.5 | -3
79 | NC(=O)CN1C(=O)C2CCCCN2C(=O)c2ccccc21 (stereo not given) | 3 | 0.0 | 0.1 | 7
80 | O=C(CCSc1nc(-c2ccco2)cc(C(F)(F)F)n1)NCc1ccco1 | 1 | 0.0 | 1.6 | 7
81 | O=C(/C=C/c1ccc(Cl)cc1)Nc1nccs1 | -4 | -0.1 | -5.6 | -55
82 | O=C(c1cnn(-c2ccccc2)c1)N1CCCC(c2ccn[nH]2)C1 (stereo not given) | -19 | 0.0 | -0.1 | -26
83 | Cc1ccc(C(=O)NCc2ccc(Cl)cc2)o1 | 5 | 0.2 | 7.7* | -7
84 | C/C(=N\Nc1ncc(Br)cn1)c1ccc(I)cc1 | 14 | -0.4 | 2.0 | -54
85 | CCC(C(=O)NC1CCCCC1)c1ccccc1 (stereo not given) | -8 | 0.1 | -0.3 | -7
86 | Cc1ccc(-n2c(C)nc3cc(C(=O)O)ccc32)c(C)c1 | 6 | 0.2 | 0.1 | -3
87 | Cn1c(/C=C/c2ccc(Br)cc2)nc2ccccc2c1=O | -18 | 0.0 | 0.2 | -13
88 | Cc1cc(C)n2ncc(C(=O)N3CCN(c4ccccc4F)CC3)c2n1 | 5 | 0.0 | -0.4 | -8
89 | C=CCn1c(/N=C/c2ccc(OC)cc2)nc2ccccc21 | 6 | 0.1 | 5.0* | 5
90 | C=CCn1c(SCc2ccc(C)cc2)nc2c1c(=O)[nH]c(=O)n2C | 2 | 0.1 | -0.2 | -8
91 | Oc1ccccc1C1CCCCC1c1ccccc1 (stereo not given) | 13 | 0.1 | 0.0 | 4
92 | O=[N+]([O-])c1cc2c(cc1/C=N/Nc1nc3ccccc3[nH]1)OCO2 | 32 | 0.1 | -1.0 | -26

Of the compounds above, these contain fluorine.
no. | compound | MITF inh | FBW7 activator | GPR151 ag | TEAD-YAP inh
4 | O=C(CCSCc1ccccc1F)N1CCN(c2ccc(F)cc2)CC1 | 6 | 0.6 | -0.7 | 0
18 | CCC1CCC2(CC1)SCC(=O)N2c1ccc(F)cc1 (stereo not given) | 9 | 0.0 | 6.4* | 5
19 | C[C@@H](OCc1ccccc1)[C@@H]1NC(=O)[C@H]2CN(C(=O)c3cc(F)ccc3F)CCN2C1=O | -7 | 0.1 | 8.9* | -5
36 | Cc1ccc(OCC(=O)Nc2ccc(Cl)c(C(F)(F)F)c2)cc1C | 0 | 0.1 | 0.4 | -1
40 | O=C(NC12CC3CC(CC(C3)C1)C2)N1CCN(c2nc(-c3ccc(F)cc3)cs2)CC1 | -4 | -0.2 | 0.9 | -11
46 | COc1ccc(Br)cc1C(=O)N/C(=C\c1ccc([N+](=O)[O-])cc1)C(=O)Nc1cccc(F)c1 | -7 | 0.2 | 0.1 | 0
50 | Cc1ccc(NS(=O)(=O)c2ccc(F)cc2)cc1N1CCCCC1=O | -16 | -0.4 | -1.2 | 5
71 | COc1ccc(Oc2c(C(F)(F)F)oc3cc(OC(=O)c4cncc(Br)c4)ccc3c2=O)cc1 | 0 | 0.1 | 1.2 | -7
80 | O=C(CCSc1nc(-c2ccco2)cc(C(F)(F)F)n1)NCc1ccco1 | 1 | 0.0 | 1.6 | 7
88 | Cc1cc(C)n2ncc(C(=O)N3CCN(c4ccccc4F)CC3)c2n1 | 5 | 0.0 | -0.4 | -8

The order is random; any-hit rate near 3.4%.
